Assay outcomes from PubChem BioAssay.
esBAF inh – Bmi1 luciferase reporter increase in mESCs, primary screen, esBAF inhibitor project, mouse ES cells, Bmi1 luciferase knock-in, single point; 24 h; 100% = twice the neutral-well signal; reporter increase, % at 12.5 µM; actives 2% (n = 350,000); AID 602393, 2012; in the data active = activation above about 40%;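 note: 0% = median of the plate's neutral control wells and 100% = double that signal; a rise in the Bmi1 reporter signal indicates esBAF inhibition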
RAD54 inh – inhibitors of human RAD54 branch migration, primary screen, biochemical, fluorescence, single point | DNA repair and recombination protein RAD54-like (Homo sapiens), Q92698 | RAD54 Holliday junction branch migration, FAM/BHQ fluorescence | inhibition, % at 10.4 µM | actives 0.14% (n = 360,000) | AID 602329, 2012;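 active = mean normalized replicate activity at least 40 and at least half of replicates scoring 40 or more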;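 note: 0% = median of neutral control wells and 100% = median of positive control wells; inhibitors cause a drop in the FAM fluorescence signal; in these data hits start at about 50%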
XiGFP reactiv – activators of inactive X chromosome reactivation, primary screen, imaging, XiGFP fibroblasts, GFP high-content imaging, set 2; AID 743238, 2013; activation, % at 7.58 µM; actives 0.055% (n = 360,000); XiGFP mouse fibroblasts, % GFP-positive cells imaging, 3 d; cells co-treated with 5-aza-dC sensitizer; scaled so ellipticine positive control = 100%;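 active = mean normalized replicate activation at least 10% and every replicate at or above 10%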;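 note: 0% = median of on-plate neutral control wells and 100% = ellipticine 6 µM median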
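assay system = SV40-immortalized XiGFP fibroblast cells, line 68-5-11 | buffer or medium = DMEM plus 5-aza-dC sensitizer | doses = single-point pinned compound dosing | times = 3-day compound exposure, then 15 min fixation at room temperature | benchmarks = positive control ellipticine, 6 µM final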
CFTR F508del cor – F508del CFTR correction, initial screen, CFBE line, single point | CFBE cells, YFP halide quenching; stimulated with forskolin plus potentiator P3; % fluorescence drop versus neutral controls | activity (quench increase), % at 7.58 µM | actives 0.36% (n = 350,000);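 active = mean added fluorescence quench of at least 8% versus neutral control, with both replicates also reaching 8%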;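 note: cells transiently co-express mutant CFTR-F508del with the halide-sensitive YFP; corrector assay measuring rescue of mutant channel to the surface after 24 h compound exposure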
GSIS activator – GLuc luminescence reporter in INS-1E cells, primary screen for activators of glucose-dependent secretion of insulin | INS-1E GLuc reporter insulin secretion, 2-3 h | activation, % at 16.6 µM | actives 0.61% (n = 370,000) | AID 743287, 2014;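 active = lowest replicate activation of at least 40%, so every replicate reaches that level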;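 note: 0% = median of neutral control wells and 100% = median of IBMX positive control wells; some compounds called inactive have numbers as strong as hits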
ARNT-TACC3 inh – disruptors of ARNT/TACC3 protein interaction, primary screen, biochemical, AlphaScreen, single concentration; inhibition, % at 9.99 µM; AID 623870, 2012; Transforming acidic coiled-coil-containing protein 3 (Homo sapiens), Q9Y6A5; actives 0.66% (n = 390,000); AlphaScreen His-ARNT PAS-B/GST-TACC3 binding, luminescence; TACC3 fragment carries E629A point mutation;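 active = mean inhibition of replicates at least 50% and at least half of replicates each reaching 50%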;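 note: 0% = complete ARNT plus TACC3 wells and 100% = ARNT alone without TACC3; many hits fall short of the cut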
ERAP1 HTS inh – human ERAP1 aminopeptidase inhibitors, primary screen, biochemical, single point, plate reader. Endoplasmic reticulum aminopeptidase 1 (Homo sapiens), Q9NZ08. recombinant ERAP1, Leu-AMC fluorescence, 60 min. inhibition, % at 10.7 µM. actives 0.15% (n = 340,000). AID 652197, 2013;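 active = mean replicate inhibition of at least 30%, or all replicates individually reaching that 30% level; inactive = mean below 30% and not every replicate reaching it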;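 note: 0% = neutral control wells and 100% = L-leucinethiol positive control wells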
RAD52 anneal inh – RAD52 DNA annealing inhibitors, primary screen, biochemical, FRET, single point, set 2; recombinant RAD52 DNA annealing, FRET fluorescence; inhibition, % at 18.7 µM; actives 0.46% (n = 360,000);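 active = every replicate showing at least 50% inhibition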
Target sequence (P43351 whole entry, looked up): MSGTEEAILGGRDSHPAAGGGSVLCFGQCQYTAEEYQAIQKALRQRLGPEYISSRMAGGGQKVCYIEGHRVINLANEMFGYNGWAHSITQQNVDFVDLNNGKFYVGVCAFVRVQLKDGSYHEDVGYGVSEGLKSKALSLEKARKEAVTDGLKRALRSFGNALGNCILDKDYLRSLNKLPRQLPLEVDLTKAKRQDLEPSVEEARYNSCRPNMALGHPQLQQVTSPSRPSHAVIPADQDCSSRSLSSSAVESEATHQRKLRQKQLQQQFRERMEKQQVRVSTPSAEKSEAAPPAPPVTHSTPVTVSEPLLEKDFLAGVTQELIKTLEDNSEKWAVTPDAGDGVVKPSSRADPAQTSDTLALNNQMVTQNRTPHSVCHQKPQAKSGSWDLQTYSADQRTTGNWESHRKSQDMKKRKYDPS
Numbers without * were called inactive; / = no result given.

Molecule,esBAF inh,RAD54 inh,XiGFP reactiv,CFTR F508del cor,GSIS activator,ARNT-TACC3 inh,ERAP1 HTS inh,RAD52 anneal inh
CCCCC[C@H](O)/C=C/[C@@H]1[C@@H](C/C=C\CCCC(=O)O)[C@H]2CO[C@@H]1C2,7,2,0.3,-2.6,/,0,-5,-12
COc1ccccc1C(=O)Nc1ccc2c(c1)OC[C@@H](C)N(C)C[C@@H](C)[C@H](OC)CN(C)C2=O,4,6,0.0,0.5,-3,-5,-3,7
COc1ccccc1NC(=S)NC(NC(=O)CC(C)C)C(Cl)(Cl)Cl (stereo unspecified),/,/,0.1,-1.3,1,-8,-2,-11
COP(=O)(OC)C(NC(=O)Nc1ccccc1)c1ccccc1 (stereo unspecified),/,/,0.0,1.8,9,-5,-1,7
COc1ccc(S(=O)(=O)N2CCCCC2)cc1NC(=O)c1ccc(=O)[nH]c1,/,/,0.0,-0.9,0,6,12,-10
CCCc1nc2ccccc2c(C(=O)OCC(=O)Nc2c(C)n(C)n(-c3ccccc3)c2=O)c1CC,/,-8,-0.1,/,-3,0,/,/
C=C1C[C@H](O[C@@H]2O[C@H](CO)[C@@H](O)[C@H](O)[C@H]2O)[C@@H]2[C@H](OC(=O)[C@H]2C)[C@H]2[C@H](C)[C@H](O)C[C@@H]12,-2,-22,0.0,-1.5,8,19,/,-6
O=C(Nc1ccc2nc(N3CCOCC3)sc2c1)c1ccccc1,22,-4,0.0,5.4,5,/,0,-13
COc1ccc(NC(=O)N(C)C[C@@H]2Oc3ccc(NC(=O)Nc4ccc5c(c4)OCO5)cc3C(=O)N([C@@H](C)CO)C[C@@H]2C)cc1,3,2,-1.3,1.2,-7,6,1,10
c1ccc(CCNc2nc(-c3ccncc3)nc3ccccc23)cc1,/,2,0.5,0.1,/,-1,-2,-7
CSc1ccc(CCNC(=O)CN2C(=O)CCSc3ccccc32)cc1,-4,2,0.3,0.8,3,-6,1,-14
CC(Sc1nnc(NC2CC2)s1)C(=O)Nc1ccc(S(N)(=O)=O)cc1 (stereo unspecified),7,-9,0.0,1.7,-13,-11,-2,-10
CCCNC(=O)Nc1ccc2c(c1)C(=O)N(C)[C@H]1CC[C@@H](CC(=O)O)O[C@@H]1CO2,-3,-12,0.1,4.8,1,-23,/,/
O=C(NCC1CC1)[C@@H]1[C@@H](CO)[C@@H]2Cn3c(cccc3=O)[C@@H]2N1CCC(F)(F)F,-2,-19,-0.1,-2.8,2,-3,0,-11
CC(=O)Nc1ccc2c(c1)C(=O)N(C)[C@H]1CC[C@H](CC(=O)Nc3cn(C)nc3C)O[C@H]1CO2,-2,-4,0.0,0.2,0,3,0,2
O=C(C[C@H]1C[C@@H]2c3cc(NC(=O)C4CCC4)ccc3O[C@@H]2[C@H](CO)O1)NCc1ccc(-c2ccccc2)cc1,18,4,0.3,-1.6,-2,0,2,-28
O=c1[nH]cnc(O)c1C(c1ccc([N+](=O)[O-])cc1)c1c(O)nc[nH]c1=O,-5,-1,0.0,-1.9,10,5,1,-15
C[C@H]1CN([C@@H](C)CO)S(=O)(=O)c2ccc(/C=C/c3ccccc3)cc2O[C@H]1CN(C)Cc1cncnc1,2,-1,-0.2,0.3,-35,10,4,14
COc1ccccc1Oc1cc(C#N)c(C#N)cc1-n1nnc2ccccc21,-8,7,/,/,7,2,/,/
COc1ccc(-c2ccc3c(c2)[C@@H]2[C@@H](CCN2C(=O)C2CCC2)[C@H](CO)N3C)cc1,/,/,0.1,-1.0,-38,/,/,29
CC(C)CC#Cc1cnc2c(c1)C(=O)N([C@H](C)CO)C[C@@H](C)[C@H](CN(C)Cc1ccccn1)O2,3,-4,-1.2,-1.8,-11,13,0,0
Cc1cccc(C)c1-n1nnnc1C(c1ccnc2ccccc12)N1CCN(C(=O)OCc2ccccc2)CC1 (stereo unspecified),/,/,0.2,-1.5,3,/,0,-7
COc1ccc(CCC(C)NCc2ccc(C(F)(F)F)cc2)cc1 (stereo unspecified),-4,0,0.0,-1.1,-13,-5,0,-7
O=C(C[C@H]1C[C@H]2c3cc(NC(=O)Nc4ccccc4F)ccc3O[C@H]2[C@@H](CO)O1)NCc1ccc2c(c1)OCO2,-5,-23,0.1,0.8,9,1,-1,0
Cc1cccc(C)c1NC(=S)N(Cc1cccnc1)Cc1ccccc1Cl,-5,-4,-0.1,-2.7,-8,-5,-1,-8
COCC(=O)N1C[C@@H](C)[C@@H](OC)CN(C)C(=O)c2cc(NC(=O)c3ccc(F)cc3)ccc2OC[C@H]1C,4,5,0.1,-1.0,7,-3,5,5
CC(C)CCNC(=O)CCSCCC(=O)NCCC(C)C,-9,5,0.2,/,/,30,-4,-5
CCCNc1c(NC(=O)COc2ccc(Cl)cc2)c(=O)oc2ccccc12,-1,12,0.1,-1.1,0,-4,2,-2
COc1ccc(NC(=O)N(C)C[C@H]2Oc3ccc(NC(=O)C4CCCCC4)cc3C(=O)N([C@H](C)CO)C[C@H]2C)cc1,-2,1,0.0,-3.7,-7,-1,3,5
CCC(=O)N1C[C@H](C)[C@@H](OC)CN(C)C(=O)c2ccc(NC(=O)c3cnccn3)cc2OC[C@H]1C,1,-1,-0.1,4.2,14,-15,2,-4

Reprinted at random: 2 records from the list, in no set order.
Molecule,esBAF inh,RAD54 inh,XiGFP reactiv,CFTR F508del cor,GSIS activator,ARNT-TACC3 inh,ERAP1 HTS inh,RAD52 anneal inh
CSc1ccc(CCNC(=O)CN2C(=O)CCSc3ccccc32)cc1,-4,2,0.3,0.8,3,-6,1,-14
Cc1cccc(C)c1-n1nnnc1C(c1ccnc2ccccc12)N1CCN(C(=O)OCc2ccccc2)CC1 (stereo unspecified),/,/,0.2,-1.5,3,/,0,-7

Compound profiles, from the list above.
CSc1ccc(CCNC(=O)CN2C(=O)CCSc3ccccc32)cc1 as listed: esBAF inh: -4; RAD54 inh: 2; XiGFP reactiv: 0.3; CFTR F508del cor: 0.8; GSIS activator: 3; ARNT-TACC3 inh: -6; ERAP1 HTS inh: 1; RAD52 anneal inh: -14
CCCNC(=O)Nc1ccc2c(c1)C(=O)N(C)[C@H]1CC[C@@H](CC(=O)O)O[C@@H]1CO2 as listed: esBAF inh: -3; RAD54 inh: -12; XiGFP reactiv: 0.1; CFTR F508del cor: 4.8; GSIS activator: 1; ARNT-TACC3 inh: -23; ERAP1 HTS inh: /; RAD52 anneal inh: /
O=c1[nH]cnc(O)c1C(c1ccc([N+](=O)[O-])cc1)c1c(O)nc[nH]c1=O as listed: esBAF inh: -5; RAD54 inh: -1; XiGFP reactiv: 0.0; CFTR F508del cor: -1.9; GSIS activator: 10; ARNT-TACC3 inh: 5; ERAP1 HTS inh: 1; RAD52 anneal inh: -15

More records follow.
Molecule,esBAF inh,RAD54 inh,XiGFP reactiv,CFTR F508del cor,GSIS activator,ARNT-TACC3 inh,ERAP1 HTS inh,RAD52 anneal inh
COc1ccccc1CNC(=O)c1ccc(NC2=NC3CS(=O)(=O)CC3S2)cc1 (stereo unspecified),-6,1,0.0,-2.1,-4,10,-2,-9
C[C@H](CO)N1C[C@H](C)[C@H](CN(C)S(C)(=O)=O)Oc2ccc(N(C)C)cc2CC1=O,0,1,0.0,-0.8,20,13,-4,5
CCOC(=O)N1CCN(Cc2ccc(OCC(O)CN3CCCCC3)cc2)CC1 (stereo unspecified),-9,-7,0.0,2.4,-3,11,2,-37
CC(C)(C)S(=O)(=O)N1C[C@H]2C(=C(CCO)C[C@H]3C(=O)N(c4ccccc4)C(=O)[C@H]32)[C@@H]1CCO,/,/,-0.2,2.5,-7,/,-1,-7
CC(C)c1nnc(NC(=O)COc2ccc3c(c2)OCO3)s1,32,14,0.3,-0.1,5,-10,-3,-15
C[C@@H]1CN([C@@H](C)CO)C(=O)c2cccc(NS(C)(=O)=O)c2O[C@@H]1CN(C)Cc1ccccc1,-1,4,-0.3,-3.5,10,11,2,-6
CCn1c(SCc2cc(=O)n3ccsc3n2)nc2ccccc21,9,-3,0.2,-0.3,/,6,2,-142
O=C(CCNC(=O)c1ccc(Br)cc1)Nc1ccccc1N1CCCC1,/,-1,0.0,3.1,-20,0,-1,-7
CCOC(=O)N1CCN(C(=O)Cn2nc(C)n3nc(-c4ccc(OC)cc4)cc3c2=O)CC1,0,1,0.0,1.1,24,17,-5,-2
COc1ccc(NC(=O)Nc2ccc3c(c2)C(=O)N([C@H](C)CO)C[C@H](C)[C@@H](CN(C)C(=O)Nc2c(C)noc2C)OCCCC[C@H](C)O3)cc1,-6,-7,0.4,-0.4,33,21,-1,15
Cc1ccc(S(=O)(=O)Nc2ccc3c(c2)C(=O)N([C@@H](C)CO)C[C@H](C)[C@@H](CN(C)Cc2ccccc2)OCCCC[C@H](C)O3)cc1,-3,8,0.0,2.4,-10,-6,/,/
COc1cccc(S(=O)(=O)N(C)C[C@H]2Oc3ncc(C#CCC(C)C)cc3C(=O)N([C@H](C)CO)C[C@@H]2C)c1,0,-13,0.3,-0.5,-21,2,0,15
CC(C)CCOc1ccc(C(=O)Nc2cc(S(=O)(=O)N3CCOCC3)ccc2N2CCOCC2)cc1,-1,-1,-0.4,2.1,-15,/,0,-13
O=C(O)c1ccccc1-c1ccccc1C(=O)Nc1ccc(-c2nc3cc(Cl)ccc3o2)cc1,/,/,0.3,1.0,-20,6,/,-9
O=C(c1ccc(Cl)c([N+](=O)[O-])c1)N(Cc1ccco1)C1CCS(=O)(=O)C1 (stereo unspecified),-5,-8,0.0,-0.1,43*,-2,-1,-11
CCOC(=O)CN1C(=O)C(=O)N(Cc2c(C)cc(C)cc2C)C1=O,-9,/,0.0,-1.0,4,8,1,-9
CCOCCCNC(=O)Cc1ccc(F)cc1,/,/,0.2,-1.9,-2,/,-1,-22

No enrichment for hits, and some 3.3% of all compounds hit somewhere here.
